Assay outcomes: PubChem, several laboratories
HTR5A inv ctr: HTR5A inverse agonists in luminescence cell assay, primary screen, counter-screen for OPRM1-OPRD1 heterodimer inverse agonist project, full-deck HTS. inhibition, % at 9.3 µM. 0.083% of 340,000 active. AID 504634, 2011. HTR5A cell line, inverse agonism; in the data active = inhibition mostly above about 23%, no sharp cut-off; inactive = mostly below about 18%;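 note: 0% = cells with DMSO and 100% = no-cell wells with DMSO; some compounds called inactive have numbers as strong as hits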
CAL PDZ FP: untagged CAL PDZ binding inhibitors, primary screen, biochemical, fluorescence polarization, HTS | Golgi-associated PDZ and coiled-coil motif-containing protein (Homo sapiens), Q9HD26 | purified CAL PDZ, TMR-peptide fluorescence polarization, 1 h | 0.92% of 300,000 active | inhibition, % at 24.9 µM;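 active = mean inhibition of at least 30% with at least half of replicates also reaching 30%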;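 note: 0% = DMSO neutral control and 100% = excess unlabeled competitor peptide PRC23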
cardiac RTF act: cardiac RTF calcium sensitivity activators, primary screen, biochemical, IANBD-TnC fluorescence, EC20 calcium | AID 493008, 2010 | IANBD-labeled TnC RTF fluorescence at EC20 calcium; 0% EC20 calcium, 100% full calcium | Troponin I, cardiac muscle (Homo sapiens) + Troponin T, cardiac muscle (Homo sapiens) + … | 0.24% of 340,000 active | activation, % at 7.2 µM;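 active = activation above the mean over all tested compounds plus 3 SD, cut at about 30% in these data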;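 note: rise in fluorescence read as greater calcium sensitivity of cardiac thin filaments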
Keap1-Nrf2 PPI: Keap1-Nrf2 protein-protein interaction inhibitors, primary screen, biochemical, fluorescence polarization, single point | 0.15% of 340,000 active | AID 504523, 2011 | Kelch-like ECH-associated protein 1 (Homo sapiens), Q14145 | inhibition, % at 9.4 µM | Keap1 Kelch-Nrf2 peptide fluorescence polarization, 1536-well; in the data active = inhibition above about 12%;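 note: human Keap1 Kelch domain with fluorescein labeled Nrf2 9mer peptide probe; 0% = neutral control wells and 100% = peptide positive control; higher means more block of Keap1 binding to Nrf2 peptide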
C-LANA FP: inhibitors of KSHV C-LANA binding to DNA, primary screen, biochemical, fluorescence polarization, FAM-LBS DNA, MBP-C-LANA, single point; Kaposi's sarcoma herpesvirus LANA C-terminal domain (residues 932-1162) DNA binding; inhibition, % at 9 µM; 0.078% of 340,000 active; AID 504423, 2011;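 active = highest replicate inhibition at or above 60% at 9 µM, even if other replicates fall short; inactive = all replicates below 60% inhibition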;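 note: 0% = neutral control wells and 100% = 4 µM acridine orange control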
Cardiac RTF inh: cardiac RTF calcium sensitivity inhibitors, primary screen, biochemical, IANBD-TnC fluorescence, EC70 calcium | 0.12% of 340,000 active | AID 493244, 2011 | Troponin I, cardiac muscle (Homo sapiens) + Troponin T, cardiac muscle (Homo sapiens) + … | IANBD-labeled cardiac RTF, Ca2+ fluorescence | inhibition, % at 7.15 µM;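 active = inhibition above the mean inhibition of all tested compounds plus 3 SD, cut at about 17% in these data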;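 note: assay run at fixed EC70 calcium of 1.6 mM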
HTR5A ag: HTR5A agonists in luminescence cell assay, primary screen, counter-screen for OPRM1-OPRD1 heterodimer agonist project, full-deck HTS; AID 504692, 2011; 0.61% of 340,000 active; cell-based; activation, % at 9.3 µM; in the data active = activation mostly above about 9.5%, no sharp cut-off; inactive = mostly below about 7.6%;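 note: 0% = cells with vehicle only and 100% = reference agonist; strong numbers were not always called active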
OPRM1-OPRD1 ag: agonists of OPRM1-OPRD1 heterodimerization, primary screen, cell-based, luminescence. Mu-type opioid receptor (Homo sapiens) + Delta-type opioid receptor (Homo sapiens), …. cells. activation, % at 9.3 µM. 0.3% of 340,000 active. AID 504326, 2011; in the data active = activation above about 18%;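 note: 0% = vehicle-treated cells and 100% = reference agonist; values of inactives mirror those of a sister screen read the other way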
Target sequence (P35372 whole entry, looked up): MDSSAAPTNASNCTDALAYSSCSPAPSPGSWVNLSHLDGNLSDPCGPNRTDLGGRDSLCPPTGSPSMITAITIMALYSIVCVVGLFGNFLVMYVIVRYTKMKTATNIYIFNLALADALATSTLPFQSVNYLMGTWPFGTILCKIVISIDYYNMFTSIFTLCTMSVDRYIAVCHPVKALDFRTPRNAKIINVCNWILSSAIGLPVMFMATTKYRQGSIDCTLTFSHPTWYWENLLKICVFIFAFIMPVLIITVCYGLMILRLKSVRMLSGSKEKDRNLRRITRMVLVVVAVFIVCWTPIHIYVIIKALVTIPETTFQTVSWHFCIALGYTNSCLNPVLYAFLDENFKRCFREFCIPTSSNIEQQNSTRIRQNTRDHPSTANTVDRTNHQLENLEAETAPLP
Target sequence (P41143 whole entry, looked up): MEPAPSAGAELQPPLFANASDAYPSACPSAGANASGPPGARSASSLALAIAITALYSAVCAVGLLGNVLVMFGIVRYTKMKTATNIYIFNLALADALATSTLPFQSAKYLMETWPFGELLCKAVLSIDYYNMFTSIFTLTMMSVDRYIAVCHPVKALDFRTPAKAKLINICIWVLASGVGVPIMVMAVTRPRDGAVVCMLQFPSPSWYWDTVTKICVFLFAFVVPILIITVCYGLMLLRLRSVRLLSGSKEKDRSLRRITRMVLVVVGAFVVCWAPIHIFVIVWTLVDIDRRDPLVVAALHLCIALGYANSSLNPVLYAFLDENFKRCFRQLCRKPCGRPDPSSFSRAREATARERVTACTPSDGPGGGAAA
V-ATPase pH: regulators of yeast V-ATPase proton pumping, primary screen, pHLuorin cytosolic pH fluorescence; AID 504577, 2011; 0.37% of 350,000 active; response, % at 10 µM; S. cerevisiae; in the data active = response mostly above about 7.3%, no sharp cut-off; inactive = mostly below about 5.4%; note: actives read high; inactives centre near 0; some compounds called inactive have numbers as strong as hits; reference of the scale not given here
MOR-DOR inv ag: inverse agonists of MOR-DOR heterodimerization, primary screen, cell-based, luminescence; cell-based MOR-DOR heterodimer luminescence, inverse agonism; inhibition, % at 9.3 µM; 0.21% of 340,000 active; in the data active = inhibition above about 22%, passing the limit was not always enough;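 note: 0% = cells with DMSO and 100% = wells without cells with DMSO; values of inactives mirror those of a sister screen read the other way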
Active calls of the source: *; . = not tested or not shown.

item	SMILES	HTR5A inv ctr	CAL PDZ FP	cardiac RTF act	Keap1-Nrf2 PPI	C-LANA FP
1	CCOC(=O)C1CCCN1C(=O)C1(NC(C)=O)CCCC1 (stereo not drawn)	-5	7	-3	2	-0.6
2	CCOC(=O)c1c(NC(=O)CSc2nnc(-c3ccc(OC)cc3)o2)sc2c1CCC2	-13	0	7	-1	-0.9
3	Cc1cc(NS(=O)(=O)c2ccc(NC(=S)NCc3ccccc3)cc2)no1	5	-5	3	-3	1.5
4	CC(=O)N1CCN(C(=O)c2ccc(Cl)c(S(=O)(=O)N3CCCCCC3)c2)CC1	-19	-1	-2	2	15
5	O=C(C(=O)N1CCN(c2ccc(F)cc2)CC1)N1CCCCC1	-18	0	-2	-6	1.4
6	Cc1cc(C)cc(Nc2nc3c(S(=O)(=O)c4ccccc4)nnn3c3ccccc23)c1	-4	-2	5	0	-0.8
7	Cc1ccc(C)c(S(=O)(=O)N2CCN(C(=O)Cn3[nH]c(=O)c4ccccc4c3=O)CC2)c1	1	1	2	-3	2.2
8	CC(CNC(=O)c1ccc(OC2CCN(Cc3ccccn3)CC2)cc1)Oc1cccnc1 (stereo not drawn)	-12	0	-3	-3	3.8
9	Cc1cccc(NC(=O)c2nc[nH]c2C(=O)N[C@@H](Cc2ccccc2)C(=O)OCc2ccccc2)c1	4	-2	-5	0	1.9
10	CC(C)[C@H](NC(=O)N1CCn2c1nc1ccccc12)C(=O)NCc1ccc(F)cc1	.	3	-1	-5	-2.5
11	CC(C)c1nc2oc3c(N4CCN(C)CC4)ncnc3c2c2c1CCC2	-15	-8	0	-1	1.0
12	COc1ccc(C(=O)COC(=O)/C=C/c2ccccc2)c(OC)c1	1	-3	-4	-4	-1.5

item	Cardiac RTF inh	HTR5A ag	OPRM1-OPRD1 ag	V-ATPase pH	MOR-DOR inv ag
1	-3	1	-1.9	-4	10
2	11	4	-1.2	-3	7
3	-12	-3	-3.1	0	16
4	-2	9	-3.5	-6	13
5	-1	-13	-3.3	-1	16
6	-4	1	-1.7	0	8
7	-14	-1	-2.7	3	14
8	3	0	-1.9	-6	10
9	-5	-1	1.6	1	-9
10	-5	.	.	1	.
11	1	1	-1.9	0	10
12	3	-1	-1.1	-2	5

Further results.
item	SMILES	HTR5A inv ctr	CAL PDZ FP	cardiac RTF act	Keap1-Nrf2 PPI	C-LANA FP
13	Cc1ccc(-c2c[n+](CC(=O)Nc3cc(=O)n(C)c(=O)n3C)c3n2CCC3)cc1	-4	3	3	2	-1.2
14	O=C(NCCCNCc1ccccc1)/C(=N\O)c1ccccc1	8	0	5	-7	-0.9
15	CC1=C(C(=O)NC2CCCc3c2cnn3-c2cccc(C)c2C)OCCO1 (stereo not drawn)	5	7	2	-2	0.0
16	Cn1nc(C(=O)Oc2cc(=O)n(C)c3ccccc23)c2ccccc2c1=O	-5	36*	2	1	-0.4
17	Cc1ccc(CCNC(=O)c2nnn(-c3cc(C)cc(C)c3)c2N)cc1	-9	-3	0	-2	0.7
18	Cn1cc(CN(CCO)Cc2cccs2)c(-c2cccc(Cl)c2)n1	-4	0	-2	-1	1.1
19	COc1ccc(C(=O)C2CCCN(C(=O)C3CCOCC3)C2)c(C)c1 (stereo not drawn)	5	3	-8	-4	-0.9
20	COc1ccc2c(c1)C(c1ccc(Cl)cc1)NC(=O)C2 (stereo not drawn)	-14	-4	-1	-1	-2.8
21	CCOC(=O)c1nn(-c2ccc(OC)cc2)c(=O)c2c(N)scc12	-34	0	-5	-3	0.3
22	Cc1ccc(NC(=O)C2CCCN2S(=O)(=O)c2ccc3c(c2)n(C)c(=O)c(=O)n3C)c(C)c1 (stereo not drawn)	-25	-4	2	-1	-0.3
23	COc1ccc(/C(C)=N/OCC(=O)Nc2nc3ccccc3s2)cc1	10	1	-10	1	0.7
24	CCCCn1c(N)c(N(CC(C)C)C(=O)c2cccc(-n3cnnn3)c2)c(=O)[nH]c1=O	5	.	3	-3	-0.6

item	Cardiac RTF inh	HTR5A ag	OPRM1-OPRD1 ag	V-ATPase pH	MOR-DOR inv ag
13	-5	1	-0.7	-1	4
14	-8	-2	2.5	-6	-13
15	-6	2	1.8	0	-10
16	-1	2	0.4	0	-2
17	-8	-3	1.3	0	-7
18	5	1	-2.5	-5	13
19	-10	-4	0.6	0	-5
20	5	9	-0.6	9	3
21	-8	-2	1.1	3	-5
22	-21	-5	-2.9	-7	15
23	-1	3	3.7	-5	-20
24	-6	-2	-3.7	-4	19

Some of these compounds in order of the cardiac RTF act value, rising.
| cpd | compound | cardiac RTF act |
| --- | --- | --- |
| 23 | COc1ccc(/C(C)=N/OCC(=O)Nc2nc3ccccc3s2)cc1 | -10 |
| 15 | CC1=C(C(=O)NC2CCCc3c2cnn3-c2cccc(C)c2C)OCCO1 (stereo not drawn) | 2 |
| 14 | O=C(NCCCNCc1ccccc1)/C(=N\O)c1ccccc1 | 5 |

Next part
item	SMILES	HTR5A inv ctr	CAL PDZ FP	cardiac RTF act	Keap1-Nrf2 PPI	C-LANA FP
25	COc1ccc(Nc2ncnc3sc(C)cc23)c(OC)c1	-1	0	4	-2	-1.5
26	C[C@H](CO)N1C[C@H](C)[C@@H](CN(C)CC2CCCCC2)Oc2c(NS(=O)(=O)c3cccs3)cccc2C1=O	9	-3	-2	0	1.6
27	COc1cccc(NC(=O)CN2CCC(C)CC2)c1	12	.	-1	-4	1.3
28	COC(=O)c1ccccc1NC(=O)C1CCCN(S(C)(=O)=O)C1 (stereo not drawn)	-5	26	1	-3	-0.1
29	Cc1nn(C(C)C(=O)NCc2cccs2)c(C)c1[N+](=O)[O-] (stereo not drawn)	-7	-2	-5	-3	-1.6
30	CCOC(=O)CSc1cc(=O)n(CC)c2ccccc12	-16	-4	-1	-3	-1.3
31	CC(C)c1nc2sc3c(NCc4ccco4)ncnc3c2c2c1COC(C)(C)C2	-6	-5	1	0	-1.6
32	CS(=O)(=O)N(CC(=O)Nc1ccccc1C(=O)N1CCOCC1)c1ccccc1	-23	-3	2	-4	-1.0
33	COC(=O)c1[nH]c2cccc(Cl)c2c1NC(=O)CN1CCN(CCO)CC1	-4	.	0	-1	-1.3
34	CSc1ccccc1NC(=O)CN(C1CCCCC1)S(C)(=O)=O	5	-2	-3	-2	-0.8
35	COc1cc(OC)c2c3c(c(C4CCCCC4)nc2c1)CCCC3	-4	-4	-4	1	2.5
36	COCCn1c(C)cc(C(=O)COC(=O)C2CC(=O)N(CCc3ccc(OC)c(OC)c3)C2)c1C (stereo not drawn)	-9	-1	-8	-4	-0.3

item	Cardiac RTF inh	HTR5A ag	OPRM1-OPRD1 ag	V-ATPase pH	MOR-DOR inv ag
25	-5	0	-3.2	0	16
26	6	-3	-1.8	-5	10
27	-10	-5	-1.1	0	5
28	2	7	-1.1	-4	6
29	-9	-2	-3.0	-1	15
30	-1	1	-1.3	0	7
31	-6	2	-1.2	-4	7
32	-3	-2	-2.1	-3	10
33	-7	4	-1.3	-3	7
34	-2	-2	-3.6	0	15
35	-4	1	1.8	4	-8
36	-7	-3	-2.4	-3	16

(further entries)
item	SMILES	HTR5A inv ctr	CAL PDZ FP	cardiac RTF act	Keap1-Nrf2 PPI	C-LANA FP
37	O=C(Nc1nc(-c2ccc(F)c(F)c2)cs1)C1=COCCO1	-8	8	1	-3	0.7
38	CCOc1cc(N2CCOCC2)c(OCC)cc1NC(=O)COc1ncnc2ccccc12	-8	.	1	-4	-0.7
39	Cc1ccc(NC(=S)NCc2ccccc2)c(C)c1	-3	-5	7	-1	1.0
40	COc1cc(C(=O)N/N=C(\c2ccccc2)c2ccccn2)cc(OC)c1OC	-27	-2	-2	0	-0.5
41	OCCNCCNCc1ccccc1OCc1ccccc1	-2	-5	2	-4	3.0
42	COc1ccccc1CNS(=O)(=O)c1ccc(-c2cnc(C3CC3)o2)cc1	5	-3	-2	-6	1.2
43	CC1(C)CC(c2nc(-c3ccc(Cl)cc3)cs2)CCS1 (stereo not drawn)	2	.	-1	2	-3.2
44	O=C(CSc1nnc(CCCO)n1-c1ccccc1)Nc1nccs1	32	0	0	-1	1.6
45	CCOC(=O)C(NCc1ccccc1OC)(NC(=O)c1ccccc1)C(F)(F)F (stereo not drawn)	-10	5	-4	-2	0.9
46	COC(=O)C(CO)NC(=O)C(C)NC(=O)CNC(=O)OCc1ccccc1 (stereo not drawn)	-2	5	1	1	-1.5
47	COc1cc2cc(CCCOC(=O)CCC(=O)O)oc(=O)c2cc1OC	16	-2	2	-5	1.1
48	CCC(C)(C(=O)NC1CCCC1)N(Cc1cccs1)C(C)=O (stereo not drawn)	-16	-1	-2	0	-1.3

item	Cardiac RTF inh	HTR5A ag	OPRM1-OPRD1 ag	V-ATPase pH	MOR-DOR inv ag
37	13	0	-1.9	0	7
38	2	-5	-1.6	-4	7
39	-6	1	-3.9	-3	18
40	8	9	-0.1	6	0
41	-10	5	-3.4	0	17
42	0	-1	-0.7	-1	4
43	0	3	1.2	3	-5
44	-7	1	0.7	1	-4
45	4	-4	-2.3	-7	13
46	1	1	-2.2	1	13
47	-9	9	-6.5	3	30
48	3	-2	-1.9	2	11

New compounds follow:
item	SMILES	HTR5A inv ctr	CAL PDZ FP	cardiac RTF act	Keap1-Nrf2 PPI	C-LANA FP
49	Cc1cc(OC(C)C(=O)N2CCN(c3ccc(F)cc3)CC2)c2c(C)c(C)c(=O)oc2c1 (stereo not drawn)	5	-4	2	-2	-0.8
50	O=C(Nc1cc([N+](=O)[O-])ccc1N1CCCC1)c1ccco1	-7	-1	3	5	-0.5
51	Cc1ccc(/C=N\NC(=O)CNC(=O)C23CC4CC(CC(C4)C2)C3)o1	3	5	0	1	-0.1
52	COc1ccc(NS(=O)(=O)c2ccc(-n3nnc4ccccc43)c([N+](=O)[O-])c2)cc1	22	-4	3	-5	0.4
53	CC(C)CN1C(=O)c2ccccc2C1(O)Cc1ccccc1 (stereo not drawn)	-33	-3	-1	1	-2.2
54	CCOC(=O)C1(C)C(C(=O)OC)=C(c2ccc(OC)cc2)c2ccccc2N1C(=O)OC (stereo not drawn)	0	-1	1	-7	-2.9

item	Cardiac RTF inh	HTR5A ag	OPRM1-OPRD1 ag	V-ATPase pH	MOR-DOR inv ag
49	4	1	-2.6	3	13
50	4	-1	-1.6	-1	8
51	-5	8	-1.6	-1	8
52	-6	1	2.6	0	-14
53	-3	-2	-0.2	-6	1
54	-9	0	-2.5	-1	12

Entries by screen from above.
Compounds 23 to 33 in cardiac RTF act read -10, 3, 4, -2, -1, 1, -5, -1, 1, 2, 0
Compounds 23 to 33 in Cardiac RTF inh read -1, -6, -5, 6, -10, 2, -9, -1, -6, -3, -7
Compounds 23 to 33 in Keap1-Nrf2 PPI read 1, -3, -2, 0, -4, -3, -3, -3, 0, -4, -1
